Screening data: PubChem BioAssay, National Center for Advancing Translational Sciences (NCATS)
TDP43 rescue: inhibitors of TDP-43 toxicity in yeast; TDP-43 expressing yeast growth rescue, BacTiter-Glo, 24 h; AID 652104; 1.8% of 410,000 active; Potency, µM (top dose mostly 46.1 µM), without a hit: at the top dose growth rescue (activation), actives largely listed as activators; further: % of control where 0% means no effect; nearly all actives have a fitted effect of over 50% in size
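Readout is BacTiter-Glo luminescence of cell growth, so inhibitors register as activators. TDP-43-expressing yeast at OD600=0.02 in galactose medium, after raffinose pregrowth to mid-log, were incubated with compound for 24 hr at 30 deg C.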
GLP1R ag: activates the human GLP-1 receptor | P43220 | HEK293 GLP-1R CRE-luciferase, luminescence, 4-6 h; cells express a hypersensitive GLP-1R form | Potency, µM (doses to about 45.6 µM), for the others: at the highest dose activation, actives largely listed as activators | 0.007% of 380,000 active; further: % of control where 0% means no effect
Target sequence (P43220 whole entry, looked up): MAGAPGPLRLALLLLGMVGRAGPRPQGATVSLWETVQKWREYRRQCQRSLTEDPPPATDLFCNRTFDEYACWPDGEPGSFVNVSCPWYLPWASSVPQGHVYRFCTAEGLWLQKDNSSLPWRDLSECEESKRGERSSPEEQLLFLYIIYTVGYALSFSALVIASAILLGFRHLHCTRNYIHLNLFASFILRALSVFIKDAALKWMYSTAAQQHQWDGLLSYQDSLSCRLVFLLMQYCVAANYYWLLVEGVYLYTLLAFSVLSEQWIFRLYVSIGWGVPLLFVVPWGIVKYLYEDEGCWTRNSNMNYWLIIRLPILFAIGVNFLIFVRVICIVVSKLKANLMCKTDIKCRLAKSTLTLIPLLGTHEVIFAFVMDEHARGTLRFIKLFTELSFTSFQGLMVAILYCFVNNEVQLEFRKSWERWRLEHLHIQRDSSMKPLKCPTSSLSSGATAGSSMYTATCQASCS
SW480 rereplic: induces DNA re-replication in SW480 colon adenocarcinoma cells | SW480 DNA re-replication, Hoechst DNA content imaging, 48 h | Potency, µM (series often up to 46.1 µM), without a hit: top-dose re-replication activation, most hits filed as activators | 1.8% of 340,000 active | AID 624297; further: % of control where 0% means no effect; nearly all actives have a fitted effect of over 55% in size
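Per well, 250 cells were exposed to pinned compound for 48 hr. Nuclear DNA was visualised with Hoechst (40 min, 37 C) and total object intensity recorded by fluorescence scanning.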
KB-3-1 cytotox: KB-3-1 parental cell cytotoxicity; KB-3-1 viability, CellTiter-Glo ATP luminescence, 72 h; Potency, µM (top dose mostly 46.1 µM), for inactives: top-dose activity change, negative = cytotoxic, actives largely listed as cytotoxic; 1.4% of 400,000 active; further: on the % scale 0 is the no-effect control and ±100 the full control effect; nearly all actives have a fitted effect of over 60% in size
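Luminescent ATP read-out (CellTiter-Glo) measures survival of drug-naive KB-3-1 cells after 72 h compound exposure at 37 °C. Titration series was screened from lowest to highest concentration, with DMSO vehicle plates as background controls.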
GLP-1R inv ag: acts as inverse agonist at human GLP-1 receptor; P43220; HEK293 GLP-1R CRE-luciferase, luminescence, 24 h; GLP-1R form is constitutively active; Potency, µM (highest dose often 38.3 µM), for inactives: at the highest dose activity change, negative = inhibition, actives largely listed as inhibitors; 1.6% of 410,000 active; AID 624417; further: on the % scale 0 is the no-effect control and ±100 the full control effect; nearly all actives have a fitted effect of over 55% in size
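Inverse agonism was detected as reduced cAMP-driven luciferase luminescence after 24 h compound treatment. The cells were HEK293 clones expressing constitutively active human GLP-1R with the reporter. Reporter-only and GPR119 cell lines served as counterscreen controls.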
KB-V1 cytotox: KB-V1 MDR subline cytotoxicity; KB-V1 MDR cells viability, CellTiter-Glo, 72 h; Potency, µM (titrated, usually from 46.1 µM), for inactives: at the highest dose activity change, negative = cytotoxicity, hits mostly cytotoxic; 3.4% of 400,000 active; AID 1347076; further: on the % scale 0 is the no-effect control and ±100 the full control effect; nearly all actives have a fitted effect of over 60% in size
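In this primary screen, KB-V1 cells overexpressing P-gp are incubated with library compounds (lowest to highest concentration) for 72 h at 37 degrees C before a luminescent ATP viability read.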
GLP1R cytotox: cytotoxicity in counter-screen for GLP-1R inverse agonists. Potency, µM (titrated, usually from 38.3 µM), without a hit: at the top dose activity change, negative = inhibition, hits mostly inhibitors. 0.13% of 410,000 active. HEK293 cAMP-luciferase reporter cells, luminescence, 24 h;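 further: loss of luciferase light is scored as toxicity; on the % scale 0 is the no-effect control and ±100 the full control effect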
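Compound-treated cells are incubated 24 hr at 37 deg C under 5% CO2 after a 12 hour attachment period, then luciferase detection reagent is added and luminescence is measured following 12 min at room temperature; lowered signal indicates toxicity.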
HT1080 IDH1KD tx: toxicity to HT-1080 IDH1 knockdown cells (counter line); HT-1080 IDH1 knockdown viability, ATP luminescence, 48 h; Potency, µM (top dose mostly 46.1 µM), for the others: at the highest dose activity, negative = toxicity, hits mostly cytotoxic; 2% of 360,000 active;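 further: 0% = DMSO wells and -100% = cell-free medium wells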
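After a 2 h attachment period, IDH1KD HT-1080 cells took pin-transferred compound for 48 h at 37 °C; ATP-based luminescence after 10 min room-temperature reagent incubation reported viability.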
HT1080NT lethal: kills 2HG-producing HT-1080-NT fibrosarcoma cells. HT-1080-NT fibrosarcoma viability, CellTiter-Glo ATP luminescence, 48 h. Potency, µM (titrated, usually from 46.1 µM), without a hit: at the highest dose activity, negative = less viability, most hits filed as cytotoxic. 1.6% of 360,000 active. AID 686970;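 further: NT is the 2HG producing partner of a matched IDH1 knockdown line; 0% = DMSO-treated cells and -100% = media-only wells without cells; nearly all actives have a fitted effect of over 55% in size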
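Viability by CellTiter-Glo luminescence after 48 h compound exposure at 37C of HT-1080-NT cells (750/well, RPMI, 5% FBS). % activity scaled between DMSO wells and medium-only wells, then curve-fitted and categorized by curve class.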
* marks the source's active call; other numbers are inactive results; [ ] = remark or other dose. The call rests on the fitted dose curve; in most records, active means well fitted curve in the direction sought with a large enough effect; inconclusive means small, poorly fitted or top-dose-only effect, or another doubt; inactive means no such curve, though single readings can be large; an effect the other way counts as inactive or inconclusive. Potency means the concentration at half of the fitted maximal effect.

Results for COc1ccc(/C=N/N2C(=O)c3ccccc3C2=O)cc1 ?
TDP43 rescue: -7.9%; GLP1R ag: -1.4%; KB-3-1 cytotox: 9.6%; GLP-1R inv ag: -13.8%; KB-V1 cytotox: 4.6%; GLP1R cytotox: -9.1%; HT1080 IDH1KD tx: 22.3%; HT1080NT lethal: 15.8%

How did Cc1nc2ccccc2c2oc(C(=O)NCCCN3CC(C)CC(C)C3)cc12 (stereo not given) do in these assays?
TDP43 rescue: 1.5%; GLP1R ag: -0.7%; SW480 rereplic: -2.1%; KB-3-1 cytotox: inconclusive; GLP-1R inv ag: inconclusive; KB-V1 cytotox: -4.7%; GLP1R cytotox: inconclusive; HT1080 IDH1KD tx: -29.0%; HT1080NT lethal: -23.5%

How did O=C(Nc1ccncc1)Nc1ccccc1Cl do in these assays?
TDP43 rescue: 2.8%; GLP1R ag: 2.9%; SW480 rereplic: -20.2%; KB-3-1 cytotox: -16.7%; GLP-1R inv ag: 4.0%; KB-V1 cytotox: 4.4%; GLP1R cytotox: 13.8%; HT1080 IDH1KD tx: -12.0%; HT1080NT lethal: -7.1%

How did COc1ccccc1N1CCN(C(=O)C(=O)c2cccc([N+](=O)[O-])c2)CC1 do in these assays?
TDP43 rescue: inconclusive; KB-3-1 cytotox: -0.8%; GLP-1R inv ag: 1.6%; KB-V1 cytotox: -24.2%; GLP1R cytotox: -0.7%; HT1080 IDH1KD tx: 10.3%; HT1080NT lethal: 10.8%

How did O=C(Cn1c(NCCCO)nc2ccccc21)c1cccc(Br)c1 do in these assays?
TDP43 rescue: -15.0%; GLP1R ag: 0.3%; SW480 rereplic: inconclusive; KB-3-1 cytotox: -2.9%; GLP-1R inv ag: inconclusive; KB-V1 cytotox: 1.0%; GLP1R cytotox: 0.1%; HT1080 IDH1KD tx: -11.5%; HT1080NT lethal: -0.2%

How did COc1ccc(NC(=O)Cn2nnc(-c3ccccc3NC(=O)c3cccs3)n2)cc1 do in these assays?
TDP43 rescue: 0.0%; GLP1R ag: -12.1%; SW480 rereplic: inconclusive; KB-3-1 cytotox: inconclusive; GLP-1R inv ag: -18.4%; KB-V1 cytotox: 1.5%; GLP1R cytotox: -32.1%; HT1080 IDH1KD tx: inconclusive; HT1080NT lethal: inconclusive

How did COc1ccc(-c2csc(NC(=O)CSC(C)C(=O)Nc3cc(C)on3)n2)cc1OC (stereo not given) do in these assays?
TDP43 rescue: 15.0%; GLP1R ag: 10.8%; SW480 rereplic: 6.2%; KB-3-1 cytotox: -9.2%; GLP-1R inv ag: 17.2%; KB-V1 cytotox: -24.5%; GLP1R cytotox: 0.9%; HT1080 IDH1KD tx: 5.0%; HT1080NT lethal: 1.6%

How did CCOC(=O)c1ccc(NC(=O)CN2C(=O)CC(c3ccc(C)c(C)c3)=Nc3ccccc32)cc1 do in these assays?
TDP43 rescue: -0.1%; KB-3-1 cytotox: -8.1%; GLP-1R inv ag: -26.9%; KB-V1 cytotox: 2.3%; GLP1R cytotox: 6.0%

Results for Cc1nnc(SCC(=O)NC(=O)NCc2ccco2)s1 ?
TDP43 rescue: 28.0%; GLP1R ag: -0.7%; SW480 rereplic: -2.8%; KB-3-1 cytotox: 3.1%; GLP-1R inv ag: -11.0%; KB-V1 cytotox: inconclusive; GLP1R cytotox: -10.7%; HT1080 IDH1KD tx: 5.0%; HT1080NT lethal: 8.6%

What do the screens show for `CC(C)N(CCc1ccncc1)C(=S)Nc1cccc(Cl)c1`?
TDP43 rescue: 5.2%; GLP1R ag: 12.8%; SW480 rereplic: 22.1%; KB-3-1 cytotox: -3.0%; GLP-1R inv ag: inconclusive; KB-V1 cytotox: -8.6%; GLP1R cytotox: -1.2%; HT1080 IDH1KD tx: -6.7%; HT1080NT lethal: -17.3%

How did O=C(CCNC(=O)c1ccccc1Cl)Nc1nccs1 do in these assays?
TDP43 rescue: 3.4%; GLP1R ag: -0.8%; SW480 rereplic: -9.7%; KB-3-1 cytotox: 7.7%; GLP-1R inv ag: -8.2%; KB-V1 cytotox: 5.1%; GLP1R cytotox: -7.5%; HT1080 IDH1KD tx: 27.3%; HT1080NT lethal: 14.7%

Results for COC(=O)c1ccc(C2c3c(oc4cc(C)c(C)cc4c3=O)C(=O)N2c2ccccn2)cc1 (stereo not given) ?
TDP43 rescue: 5.8%; KB-3-1 cytotox: 1.9%; GLP-1R inv ag: -2.3%; KB-V1 cytotox: -0.8%; GLP1R cytotox: 1.4%

Results for C/C(=N\NC(=O)COc1cccc(Cl)c1)c1ccc2c(c1)OCCO2 ?
TDP43 rescue: 11.2%; GLP1R ag: inconclusive; SW480 rereplic: inconclusive; KB-3-1 cytotox: -0.3%; GLP-1R inv ag: 2.2%; KB-V1 cytotox: 20.8%; GLP1R cytotox: -9.2%; HT1080 IDH1KD tx: 12.1%; HT1080NT lethal: 10.0%

How did COc1ccc(-n2nc3cc(C)c(NC(=O)COc4cccc(C)c4)cc3n2)cc1 do in these assays?
TDP43 rescue: 19.7%; KB-3-1 cytotox: -10.9%; GLP-1R inv ag: 9.0%; KB-V1 cytotox: 24.2%; GLP1R cytotox: 3.9%

What do the screens show for `CCc1nc2ccc(C(=O)Nc3cccc(OC)c3)cn2c1N(C)CCCc1ccccc1`?
TDP43 rescue: 35.5µM*; GLP1R ag: -1.8%; KB-3-1 cytotox: 0.0%; GLP-1R inv ag: inconclusive; KB-V1 cytotox: -1.9%; GLP1R cytotox: -2.3%; HT1080 IDH1KD tx: inconclusive; HT1080NT lethal: inconclusive

What do the screens show for `COC(=O)c1sccc1NC(=S)N(C)C1CCCCC1`?
TDP43 rescue: inconclusive; GLP1R ag: -1.2%; SW480 rereplic: -17.6%; KB-3-1 cytotox: 3.2%; GLP-1R inv ag: inconclusive; KB-V1 cytotox: 0.1%; GLP1R cytotox: -11.4%; HT1080 IDH1KD tx: 4.6%; HT1080NT lethal: 13.8%

How did O=C(CN1CCN(c2ccccn2)CC1)Nc1cccc(Cl)c1Cl do in these assays?
TDP43 rescue: -11.8%; GLP1R ag: 12.9%; SW480 rereplic: 15.2%; KB-3-1 cytotox: -2.3%; GLP-1R inv ag: -10.5%; KB-V1 cytotox: 23.5%; GLP1R cytotox: 18.7%; HT1080 IDH1KD tx: -4.8%; HT1080NT lethal: -6.6%

How did COc1ccc(OCCn2cc(C=O)c3ccccc32)cc1 do in these assays?
TDP43 rescue: 10µM*; GLP1R ag: 8.3%; SW480 rereplic: -6.9%; KB-3-1 cytotox: -18.5%; GLP-1R inv ag: inconclusive; KB-V1 cytotox: -14.1%; GLP1R cytotox: 9.1%; HT1080 IDH1KD tx: -7.1%; HT1080NT lethal: -11.6%

What do the screens show for `COC(=O)c1c(NC(=O)C2SC(=NC3CCCCC3)C(C(N)=O)=C2N)sc2c1CCCC2` (stereo not given)?
TDP43 rescue: 8.1%; GLP1R ag: 2.4%; SW480 rereplic: -8.4%; KB-3-1 cytotox: -2.2%; GLP-1R inv ag: 22.1%; KB-V1 cytotox: -16.0%; GLP1R cytotox: 12.7%; HT1080 IDH1KD tx: 4.7%; HT1080NT lethal: 5.0%

Results for CCOC(=O)Cn1nc(C)c2ccccc2c1=O ?
TDP43 rescue: -1.5%; GLP1R ag: -0.5%; SW480 rereplic: -6.8%; KB-3-1 cytotox: 10.2%; GLP-1R inv ag: 0.3%; KB-V1 cytotox: 6.9%; GLP1R cytotox: 0.0%; HT1080 IDH1KD tx: 8.1%; HT1080NT lethal: 13.9%

How did Cc1ccc(C)c(Cn2c(=O)cc(C(F)(F)F)c3c(C)nn(C)c32)c1 do in these assays?
TDP43 rescue: 12.2%; KB-3-1 cytotox: 7.3%; GLP-1R inv ag: 1.3%; KB-V1 cytotox: 13.8%; GLP1R cytotox: 18.3%

How did CCOC(=O)c1sc(=S)n(C)c1NC(=O)c1ccc(F)cc1 do in these assays?
TDP43 rescue: -3.5%; GLP1R ag: -17.2%; SW480 rereplic: -0.4%; KB-3-1 cytotox: -1.4%; GLP-1R inv ag: 0.0%; KB-V1 cytotox: 10.8%; GLP1R cytotox: -10.4%; HT1080 IDH1KD tx: -4.8%; HT1080NT lethal: -4.3%

What do the screens show for `NNC(=O)Cn1c(-c2ccccn2)nc2ccccc21`?
TDP43 rescue: 6.6%; GLP1R ag: -0.9%; SW480 rereplic: -2.2%; KB-3-1 cytotox: 1.3%; GLP-1R inv ag: 38.2%[activator]; KB-V1 cytotox: 25.9%; GLP1R cytotox: -2.7%; HT1080 IDH1KD tx: 22.2%; HT1080NT lethal: 12.2%

What do the screens show for `Nc1ncnc(Sc2ccc(Cl)cc2)c1[N+](=O)[O-]`?
TDP43 rescue: inconclusive; GLP1R ag: 0.1%; SW480 rereplic: -2.8%; KB-3-1 cytotox: -10.1%; GLP-1R inv ag: -30.4%; KB-V1 cytotox: -1.4%; GLP1R cytotox: -26.2%; HT1080 IDH1KD tx: -14.2%; HT1080NT lethal: -2.6%

How did Cc1nnsc1C(=O)N/N=C/c1ccc(OC(F)(F)F)cc1 do in these assays?
TDP43 rescue: 26.8%; GLP1R ag: 6.2%; SW480 rereplic: inconclusive; KB-3-1 cytotox: 2.8%; GLP-1R inv ag: 9.0%; KB-V1 cytotox: -2.8%; GLP1R cytotox: 7.1%; HT1080 IDH1KD tx: 5.9%; HT1080NT lethal: 13.5%
